# Bioassay records from PubChem BioAssay.
# FBA Mtb inh: inhibits M. tuberculosis FBA enzyme | P9WQA3 | purified M. tuberculosis FBA, fluorescence read-out | inhibition, % at 1 µM | actives 2.3% (n = 360,000) | AID 588726; in the data active means inhibition above about 27%;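 further: 0% = vehicle and 100% = reference inhibitor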
# Target sequence (P9WQA3 whole entry, looked up): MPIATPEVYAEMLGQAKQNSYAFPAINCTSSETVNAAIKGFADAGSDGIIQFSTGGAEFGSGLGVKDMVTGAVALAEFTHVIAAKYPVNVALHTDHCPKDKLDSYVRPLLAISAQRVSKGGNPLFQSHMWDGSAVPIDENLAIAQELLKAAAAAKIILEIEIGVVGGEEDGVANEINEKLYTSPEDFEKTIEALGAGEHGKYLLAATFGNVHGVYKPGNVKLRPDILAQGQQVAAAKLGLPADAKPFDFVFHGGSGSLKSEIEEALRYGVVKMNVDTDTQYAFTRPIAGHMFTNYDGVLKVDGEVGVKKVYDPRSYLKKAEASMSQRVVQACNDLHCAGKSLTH
# Mtb BioA inh: BioA (M. tuberculosis) enzyme inhibition; purified M. tuberculosis BioA enzyme, plate reader; actives 0.096% (n = 360,000); inhibition, % at 9.99 µM; in the data active means inhibition above about 40%
# GDH-TPI inh: GDH-TPI coupled enzyme inhibition counter-screen | GDH-TPI coupled enzyme counterscreen, NADH absorbance | inhibition, % at 4.8 µM | actives 1.2% (n = 360,000) | AID 588335; in the data active means inhibition above about 30%;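 further: 0% = DMSO wells and 100% = wells lacking the enzyme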
# SARS 3CLpro inh: SARS-CoV 3CLpro protease inhibition. P0C6X7. recombinant SARS-CoV 3CLpro, quenched FRET peptide cleavage. inhibition, % at 6 µM. actives 0.14% (n = 290,000). AID 1706; in the data active means inhibition above about 12%
# Vc quorum ag: induces V. cholerae light production without autoinducers; V. cholerae BH1578 lux reporter, luminescence, 6 h; activation, % at 18.7 µM; actives 0.16% (n = 350,000); in the data active means activation mostly above about 9.7%, no sharp cut-off; further: not every result past the cut was called active; inactives centre near 0; reference of the scale not given here
# Mtb UGM inh: inhibitors of M. tuberculosis UDP-galactopyranose mutase; P9WIQ1; purified UGM, fluorescence polarization probe displacement; inhibition, % at 10 µM; actives 0.06% (n = 320,000); in the data active means inhibition above about 10%, passing the limit was not always enough
# Target sequence (P9WIQ1 whole entry, looked up): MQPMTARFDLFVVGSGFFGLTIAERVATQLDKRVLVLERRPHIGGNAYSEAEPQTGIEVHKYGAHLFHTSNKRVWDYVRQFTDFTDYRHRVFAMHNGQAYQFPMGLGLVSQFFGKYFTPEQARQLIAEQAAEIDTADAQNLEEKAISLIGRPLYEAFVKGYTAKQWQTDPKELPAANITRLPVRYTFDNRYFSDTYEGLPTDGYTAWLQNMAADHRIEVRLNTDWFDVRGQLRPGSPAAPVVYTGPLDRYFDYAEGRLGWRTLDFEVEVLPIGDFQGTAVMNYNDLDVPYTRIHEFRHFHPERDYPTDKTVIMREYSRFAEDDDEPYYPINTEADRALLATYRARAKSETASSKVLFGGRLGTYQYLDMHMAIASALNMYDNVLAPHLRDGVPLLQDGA
# VHR inh abs: DUSP3 (human) phosphatase inhibition; P51452; recombinant VHR phosphatase, pNPP absorbance; inhibition, % at 13.3 µM; actives 0.52% (n = 290,000); in the data active means inhibition above about 50%; further: some compounds called inactive have numbers as strong as hits
# Target sequence (P51452 whole entry, looked up): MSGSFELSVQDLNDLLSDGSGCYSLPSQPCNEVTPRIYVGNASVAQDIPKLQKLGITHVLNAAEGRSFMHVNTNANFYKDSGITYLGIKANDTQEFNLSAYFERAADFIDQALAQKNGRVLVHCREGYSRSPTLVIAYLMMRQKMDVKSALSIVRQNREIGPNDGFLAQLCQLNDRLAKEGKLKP
# PriA SSB inh: inhibitors of Klebsiella pneumoniae PriA binding to SSB C-terminal tail | AlphaScreen SSBct-PriA binding, biotinylated peptide | inhibition, % at 33 µM | actives 0.6% (n = 430,000); in the data active means inhibition mostly above about 37%, no sharp cut-off; inactive means mostly below about 20%;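 further: plate controls were negative control peptide for no effect and reference peptide for full effect; strong numbers were not always called active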
# MazF activator: activators of E. coli MazEF toxin-antitoxin RNase; P0AE70; activation, % at 20 µM; FAM/BHQ RNA-DNA oligo cleavage fluorescence, 5 h; actives 0.32% (n = 350,000); in the data active means activation above about 50%
# Target sequence (P0AE70 whole entry, looked up): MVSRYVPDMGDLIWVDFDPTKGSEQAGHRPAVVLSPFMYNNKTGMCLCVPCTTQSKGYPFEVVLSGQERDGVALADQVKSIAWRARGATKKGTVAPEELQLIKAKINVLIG
# Rv3671c protease: Rv3671c (M. tuberculosis) protease inhibition. inhibition, % at 5.96 µM. P9WHR9. AID 2606. actives 0.048% (n = 320,000); in the data active means inhibition above about 38%;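 further: extracellular domain of Rv3671c used as enzyme; 0% = enzyme with DMSO and 100% = no enzyme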
# Active calls of the source: *; i = inactive; . = no result given; & = joins results of further samples. This is a subset; rates above refer to the full screens.
# Results follow in this order: SARS 3CLpro inh	VHR inh abs	Vc quorum ag	Mtb BioA inh	MazF activator	Mtb UGM inh	FBA Mtb inh	GDH-TPI inh	PriA SSB inh	Rv3671c protease
> O=C(c1ccccc1)c1ccc2cc(O)ccc2c1
 : 3	17	-0.5	.	-2	0.5	1	22	3	-18
> O=C1CSC(c2cn(-c3ccccc3)nc2-c2ccc3c(c2)OCCO3)N1CCN1CCOCC1 (configuration not stated)
 : 1	19	-0.5	1.3	0	-4.0	3	-3	7	3
> CCCC/C(O)=C1\C(=O)CC(C)(C)CC1=Nc1ccc(N)cc1
 : 2	22	-0.4	.	6	0.9	2	-4	.	4
> CN(C)S(=O)(=O)c1ccc(C(=O)NCC2(N3CCCCC3)CCCCC2)cc1
 : 5	14	-0.3	-1.3	5	-0.3	-2	4	7	-2
> COc1ccc(C(=O)NNC2=CC(=O)CC(C)(C)C2)cc1OC
 : -2	-2	-0.3	.	0	3.9	3	6	-1	1
> CN(Cc1nc(-c2ccccc2)no1)C1CCOCC1
 : 3	19	i	2.2	12	-3.0	3	5	-2	-9
> C[C@@H](CO)NC(=O)c1[nH]cnc1C(=O)Nc1cccc(Cl)c1
 : .	.	-0.4	0.2	6	.	-2	8	.	.
> Cc1cccc(Cc2cnc(NC(=O)C3=NCCN3)s2)c1
 : 2	6	-2.0	.	9	-1.2	2	7	-5	2
> CC(=O)Nc1ccc(NS(=O)(=O)c2cccc3ccccc23)cc1
 : 5	6	i	-1.1	4	4.8	-2	11	-1	-8
> N#CCCSc1ncnc2c1oc1ccccc12
 : 2	-12	i	-1.4	5	2.4	-1	9	-6	-4
> Cc1ccc(-c2nnn(CC(=O)NCC3CC3)n2)o1
 : 3	24	i	-0.2	7	-0.7	2	1	-4	9
> CCNS(=O)(=O)c1ccc(OC)c(C(=O)NC2CCCCC2)c1
 : 7	-3	-0.2	-1.6	-2	-0.2	-2	9	-4	-1
> COc1ccc(C(c2nnnn2CS(=O)(=O)c2ccc(C)cc2)N2CCN(c3ncccn3)CC2)cc1 (configuration not stated)
 : -1	13	-2.2	0.2	-4	-0.2	0	8	-4	-3
> COc1cccc(CN2CCN(C3CSCCSC3)CC2CCO)c1 (configuration not stated)
 : 6	11	i	-0.3	3	-4.0	2	0	0	-2
> Cc1ccccc1-c1nc(-c2ccc(NC(=O)c3ccc(Br)o3)cc2)no1
 : 1	14	-1.2	.	-3	-1.5	1	23	-10	-19
> Cc1nnc(OCc2nc3ccccc3n2C)c2ccccc12
 : 0	-9	i	-2.6	-14	0.4	-2	7	-3	3
> Nc1cc(S(=O)(=O)N2CCOCC2)ccc1Oc1ccc(F)cc1
 : -7	22	-2.1	-1.0	-7	-2.8	-1	5	0	-7
> Cc1c(C#N)c2ccccc2n1CC(=O)NCc1cccnc1
 : -1	4	-0.6	-0.7	5	0.3	3	8	-10	0
> C/C(=N\NC(=O)CSc1nc2ccccc2c(=O)n1-c1ccccc1C)c1cccs1
 : 5	-7	i	.	2	2.0	1	-5	.	0
> O=C1C=C(NCc2ccc(Cl)cc2)CC(c2ccco2)C1 (configuration not stated)
 : 2	-9	-2.9	16	3	4.8	0	2	21	4
> COc1ccc(S(=O)(=O)N(C)CC(=O)Nc2ccccc2OC)cc1
 : -2	13	-0.5	0.1	14	0.8	2	-2	-12	-4
> Cn1cccc1/C=C1\SC(=O)N(CC(=O)Nc2ccc(F)cc2)C1=O
 : -2	20	i	.	2	3.0	-5	4	-8	-17
> C/C(N)=C(/C#N)C(=O)CSc1cc(C)c2cc(C)cc(C)c2n1
 : 2	22	-0.3	.	-11	0.5	0	-1	2	-9
> O=C(O)C1CCC1C(=O)Nc1nc(-c2ccc(Cl)s2)cs1 (configuration not stated)
 : 1	19	-0.4	-1.0	0	0.0	4	17	-3	-2
> CCOc1ncccc1C(=O)Nc1ccc(S(=O)(=O)Nc2nc(C)cc(C)n2)cc1
 : .	.	i	-3.2	5	-2.4	1	7	-12	0
> Cc1noc(NC(=O)c2ccc(Cl)cc2)c1Cl
 : 2	22	-0.4	.	-13	1.7	1	5	-5	-8
> CC(C)CNC(=O)CN1C(=O)NC(Cc2c[nH]c3ccccc23)C1=O (configuration not stated)
 : 3	19	-0.4	.	3	-1.0	2	-3	-1	-1
> COCCSc1nnc(NC(=O)C2CCCO2)s1 (configuration not stated)
 : 4	-18	-0.3	.	-1	2.7	2	8	1	-2
> CCC1CN1P(=O)(N1CCCC1)N1CC1CC (configuration not stated)
 : .	.	i	.	4	.	-1	8	-11	.
> O=C(COC(=O)CNC(=O)c1ccco1)Nc1ccc(F)cc1
 : 0	7	-0.4	2.5	2	0.5	-1	3	-12	9
> COc1cccc(-c2ccc(C#N)c(OC(=O)c3ccc(Cl)cc3)n2)c1
 : 0	9	.	-2.4	-1	0.4	95*	21	-6	-2
> CCOC(=O)c1c(NC(=O)CN2C(=O)c3ccccc3C2=O)sc(Cc2ccc3c(c2)OCO3)c1C
 : -2	-7	-0.2	-1.0	-19	5.1	-2	0	-14&-1	11
> Cc1ccc(C(=O)Nc2cccc3cccnc23)cc1Br
 : .	.	0.9	-0.7	5	-2.2	-1	3	-13	5
> O=C(Nc1ccc(Cl)cc1)Nc1nnc(Cc2ccc([N+](=O)[O-])cc2)s1
 : 6	13	0.7	.	-1	-2.0	-5	5	-9	3
> COc1cccc(CC2CC(=O)N(c3ccc4c(C)cc(=O)oc4c3)C2=O)c1 (configuration not stated)
 : 2	12	4.0	2.2	5	3.8	1	5	-13	2
> COc1ccc(C2=CCC3CCCCN3C2)cc1OC (configuration not stated)
 : .	.	i	1.2	5	2.3	4	8	-4	-12
> Cc1oc(-c2cccs2)nc1CN1CCN(C2CCCC2)C(CCO)C1 (configuration not stated)
 : 0	11	i	2.2	4	1.8	15	-3	-5	5
> COc1ccc(S(=O)(=O)NC(CC(=O)NCc2ccccc2OC)c2ccco2)cc1 (configuration not stated)
 : 4	5	i	-1.3	-1	-1.0	1	-2	-22	3
> CCOC(=O)N1CCC(N2Cc3cccc(C(=O)Nc4ccc(N(CC)CC)cc4C)c3C2=O)CC1
 : -4	20	i	-2.5	0	0.8	2	2	1	9
> CCCCC1=CC2=CC(=O)C(C)(OC(=O)CC)C(=O)C2=CN1CCc1c[nH]c2ccccc12 (configuration not stated)
 : .	26	-0.6	-1.0	-3	1.5	2	10	8	-7
> CCc1ccc(OCC(O)CN2CCCC2)cc1 (configuration not stated)
 : -7	6	-0.3	-1.8	11	-0.8	-2	3	-7	-7
> CC1=Nn2c(nnc2-c2cccs2)SC1
 : -8	-16	i	-1.9	-1	-1.3	1	2	-13	-6
> COc1ccc(-c2cn(-c3ccc(C)cc3)c(=O)n2CC(=O)Nc2ccc(OC)cc2OC)cc1
 : -1	-13	i	-5.2	-11	1.0	-4	5	-18	-2
> COc1ccc(-c2[nH]ncc2CN(C)Cc2c(C)n[nH]c2C)c(OC)c1
 : 2	18	-1.6	.	0	-1.0	3	-3	2	2
> COc1ccc(C)cc1S(=O)(=O)Nc1cccc(-c2ccc(N3CCCCCC3)nn2)c1
 : 4	24	-0.4	-1.0	6	-0.9	0	0	5	-57
> CC(=O)Nc1ccc(OC(=O)c2cc3cc(Br)ccc3oc2=O)cc1
 : 1	39	-0.1	-4.3	-1	1.6	2	10	0&-9	0
> COc1ccc(NC(=O)C(NC(=O)Cc2cccs2)c2ccccc2)cc1 (configuration not stated)
 : -2	35	-0.1	-1.4	5	0.4	2	5	-11	-9
> CC1CCC/C(=N\NC(=O)Nc2ccccc2)C1 (configuration not stated)
 : 4	0	-0.4	1.0	-3	-0.9	0	0	.	-4
> O=C(COC(=O)c1ccc(S(=O)(=O)N2CCCC2)cc1)Nc1cccnc1Cl
 : -5	22	0.4	.	-18	-0.1	0	4	-16	6
> COc1cc2[nH]c(=S)nc(NCc3cccs3)c2cc1OC
 : 4	-6	i	.	5	5.8	4	5	1	-4
> CCOc1ccc(Oc2ccc(C(F)(F)F)cc2N)cc1
 : 3	-4	-3.3	.	-2	-0.7	-1	13	-52	1
> CSCCC1NC(=O)C(C(C)=NNC(N)=O)=C1O (configuration not stated)
 : .	.	-0.8	.	0	.	-1	6	-7	.
> CC1Cc2ccccc2N1C(=O)CSc1nnc2sc3ccccc3n12 (configuration not stated)
 : -2	8	i	.	2	-0.8	-1	3	-5	4
> CC1=CC(c2ccccc2)NC(=S)N1 (configuration not stated)
 : 2	-5	i	-2.1	7	-1.4	-1	-6	-16	-11
> COCCNC(=O)c1ccc(NC(=O)C2(c3ccccc3)CCCC2)cc1
 : 2	13	3.3	1.5	2	0.3	0	17	-8	-31
> Cc1ccc2cc(NC(=O)C3(C)CCN3CC(C)C)ccc2n1 (configuration not stated)
 : .	.	i	-0.3	.	.	-2	-1	.	.
> CCN(CC(=O)N1CCCCC1)S(=O)(=O)c1ccccc1
 : -7	45	i	24	6	-4.2	0	5	3	0
> Cc1ccc(C)c(-n2c(-c3csc(C)c3C)n[nH]c2=S)c1
 : -2	-10	0.8	0.6	-6	0.2	1	-5	-6	-8
> CCOC(=O)C1(C)CCN1C(=O)c1ccc(OC)cc1 (configuration not stated)
 : .	.	0.0	-0.6	.	.	-5	-7	.	.
> COc1ccc(C(C(=O)NC2CCCCC2)N(CC2CCCO2)C(=O)CNC(=O)c2ccco2)cc1 (configuration not stated)
 : -10	14	i	-1.7	8	1.8	3	-2	-6	-7

# (cont.)
# Results follow in this order: SARS 3CLpro inh	VHR inh abs	Vc quorum ag	Mtb BioA inh	MazF activator	Mtb UGM inh	FBA Mtb inh	GDH-TPI inh	PriA SSB inh	Rv3671c protease
> Cc1cc(OCc2cccc(Cl)c2)c(C)cc1CN1CCOCC1
 : 0	35	-0.5	-2.3	3	2.0	0	4	-31	5
> Cc1ccc(S(=O)(=O)N2CCCCC2CCNC(=O)C(=O)NCCc2ccco2)cc1 (configuration not stated)
 : .	.	-2.9	.	4	-5.5	-3	2	5	14
> COc1ccccc1OCCCC(=O)Nc1ccc2c(c1)OCCO2
 : -13	-17	0.4	-0.3	1	-1.3	0	-8	-17	-5
> O=C(Oc1nsnc1N1CCOCC1)N1CCCCC1
 : 4	.	-1.2	-0.7	0	0.8	1	16	-17	4
> CC(=O)/C=C(\C)Nc1c(C)n(C)n(-c2ccccc2)c1=O
 : 3	20	i	.	4	4.5	1	9	.	6
> COCc1nnc(NC(=O)CCC2CCCCC2)s1
 : 3	18	0.3	.	-2	1.8	8	1	-11	1
> O=C1OCCN1P(=O)(c1ccccc1)c1ccccc1
 : -1	18	i	3.8	7	0.8	0	6	-16	-8
> CC1(C(=O)NC2CCCCC2)CCC(=O)N1Cc1cccnc1 (configuration not stated)
 : -3	-2	-0.2	-0.3	4	-1.7	3	9	-17	2
> CCCCCCN1C[C@H](O)[C@@H](n2cc(COC(=O)c3ccccc3)nn2)C[C@@H]1c1ccc(Cl)cc1
 : .	.	i	-0.9	-7	.	4	10	.	.
> CCc1nnc(NC(=O)COC(=O)c2cc(OC)cc(OC)c2)s1
 : .	.	.	.	5	-0.1	0	0	-1	1

# Single records, from the list above:
# Profile of Cc1cc(OCc2cccc(Cl)c2)c(C)cc1CN1CCOCC1 → SARS 3CLpro inh: 0; VHR inh abs: 35; Vc quorum ag: -0.5; Mtb BioA inh: -2.3; MazF activator: 3; Mtb UGM inh: 2.0; FBA Mtb inh: 0; GDH-TPI inh: 4; PriA SSB inh: -31; Rv3671c protease: 5
# Profile of CC(=O)/C=C(\C)Nc1c(C)n(C)n(-c2ccccc2)c1=O → SARS 3CLpro inh: 3; VHR inh abs: 20; Vc quorum ag: i; Mtb BioA inh: .; MazF activator: 4; Mtb UGM inh: 4.5; FBA Mtb inh: 1; GDH-TPI inh: 9; PriA SSB inh: .; Rv3671c protease: 6
# Profile of O=C1OCCN1P(=O)(c1ccccc1)c1ccccc1 → SARS 3CLpro inh: -1; VHR inh abs: 18; Vc quorum ag: i; Mtb BioA inh: 3.8; MazF activator: 7; Mtb UGM inh: 0.8; FBA Mtb inh: 0; GDH-TPI inh: 6; PriA SSB inh: -16; Rv3671c protease: -8
